SKKanGAS inh = SKKanGAS growth inhibition; S. pyogenes SKKanGAS, kanamycin growth, BacTiter-Glo, 6 h; inhibition, % at 7.5 µM; 300,000 compounds, 1.3% hits; AID 1662;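 active means mean replicate score, as percent of positive control median, at least 50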;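 further: strain carries kanamycin resistance gene driven by streptokinase promoter and grows in 40 µg/ml kanamycin; loss of luminescence reflects streptokinase promoter inhibition or plain growth inhibition; 0% = median of DMSO wells and 100% = positive control at its reference dose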
RGS4 inh = human RGS4 inhibition; HEK293 M3R/RGS4 inducible, Fluo-4 calcium flux; hits give high values; triggered by carbachol at its EC20; 310,000 compounds, 0.45% hits; B-score at 10 µM;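 active means B-score, a plate-corrected calcium signal, over three deviations above library mean, with baseline fluorescence within five deviations of library mean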;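 further: RGS4 expression induced by doxycycline in cells with stable M3 receptor; B-score is computed from the integrated fluorescence ratio over baseline after carbachol; higher B-score means a larger calcium signal and so more RGS4 inhibition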
MrgX1 PAM = human MrgX1 positive allosteric modulation, primary screen. B-score at 10 µM. MrgX1-HEK293, Fluo-4 calcium flux, FDSS; hits give high values. Q96LB2. 310,000 compounds, 0.63% hits. AID 588675;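 active means plate-corrected calcium response at least 3 library SD above typical, normal starting fluorescence, not activating the receptor alone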;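 further: compound read alongside a low EC10 to EC30 dose of BAM8-22 agonist; peak minus trough fluorescence over baseline measured at the second addition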
HIF act = HIF pathway transcriptional activation; U2OS HRE-luciferase reporter, luminescence; normalized: DMSO 0%, desferrioxamine 100%; activation, % at 7.5 µM (by protocol); 300,000 compounds, 0.32% hits; AID 1910;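 active means mean activation of at least 10% of the iron chelator positive control signal, with at least half of replicates also reaching 10%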
TRPC6 activator = activators of mouse TRPC6 channel. Q61143. B-score at 10 µM. 310,000 compounds, 0.13% hits. AID 2550. HEK293-TRPC6 membrane potential dye fluorescence; hits give high values;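 active means B-score of the integrated fluorescence ratio above library mean plus 3 SD, and starting fluorescence ratio within library mean plus 5 SD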;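 further: higher score means more depolarization so channel activation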
RGS4 act = RGS4 potentiation or activation. HEK293 M3R/inducible RGS4, carbachol calcium flux Fluo4; hits give low values. 310,000 compounds, 0.92% hits. B-score at 10 µM;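 active means B-score of the integrated calcium signal more than 4 SD below the library mean, with starting fluorescence not abnormally high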;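 further: negative B-score means reduced calcium response which marks RGS4 activation or potentiation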
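Detection: kinetic calcium fluorescence imaging with Fluo4-AM dye, 2 µM / Material: HEK293 cells with stable M3R and inducible RGS4 / Schedule: recording 10 s baseline at 1 Hz, 100 s post-agonist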
TRPC4 block = TRPC4 (mouse) channel inhibition; Q9QUQ5; HEK293 TRPC4beta/mu-opioid, DAMGO-evoked Fluo4 calcium flux; hits give low values; B-score at 10 µM; 300,000 compounds, 0.39% hits; AID 2247;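 active means B-score over 3 SD under the library average, no early fluorescence shift, positive overall ratio signal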
Target sequence (Q9QUQ5 whole entry, looked up): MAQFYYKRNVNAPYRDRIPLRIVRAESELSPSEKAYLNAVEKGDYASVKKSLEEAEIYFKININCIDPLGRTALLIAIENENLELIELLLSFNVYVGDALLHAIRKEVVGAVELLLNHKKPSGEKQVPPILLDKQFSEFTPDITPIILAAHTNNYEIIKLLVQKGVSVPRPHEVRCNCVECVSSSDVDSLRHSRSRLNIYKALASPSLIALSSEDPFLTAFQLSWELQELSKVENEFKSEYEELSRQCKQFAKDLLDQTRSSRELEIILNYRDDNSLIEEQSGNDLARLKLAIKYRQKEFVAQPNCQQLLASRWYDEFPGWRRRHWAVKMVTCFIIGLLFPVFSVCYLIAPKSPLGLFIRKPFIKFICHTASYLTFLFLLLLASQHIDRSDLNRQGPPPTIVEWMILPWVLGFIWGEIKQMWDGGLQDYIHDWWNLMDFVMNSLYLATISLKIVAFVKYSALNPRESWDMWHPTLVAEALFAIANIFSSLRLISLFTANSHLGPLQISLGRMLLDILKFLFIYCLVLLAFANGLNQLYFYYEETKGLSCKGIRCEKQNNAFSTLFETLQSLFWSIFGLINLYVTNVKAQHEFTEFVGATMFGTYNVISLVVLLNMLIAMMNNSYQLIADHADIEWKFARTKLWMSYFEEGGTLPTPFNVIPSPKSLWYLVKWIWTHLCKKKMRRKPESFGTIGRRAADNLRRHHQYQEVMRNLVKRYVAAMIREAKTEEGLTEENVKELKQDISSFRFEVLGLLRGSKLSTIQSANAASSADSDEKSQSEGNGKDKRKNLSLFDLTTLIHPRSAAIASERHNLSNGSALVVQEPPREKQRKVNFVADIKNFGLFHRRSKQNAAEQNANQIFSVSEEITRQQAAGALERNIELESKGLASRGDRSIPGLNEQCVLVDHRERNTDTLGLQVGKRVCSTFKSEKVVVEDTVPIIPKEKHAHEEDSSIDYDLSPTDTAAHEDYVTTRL
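Material: HEK293 cells with stable TRPC4beta plus mu-opioid receptor expression; probe or stimulus: DAMGO in two steps, submaximal then maximal; technique: Fluo4 calcium fluorescence by kinetic imaging, 5 s 1 Hz baseline; measure: integrated fluorescence ratio relative to baseline, converted to per-well B score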
TRPC6 inhibitor = mouse TRPC6 channel inhibition; Q61143; 310,000 compounds, 1.1% hits; HEK293-TRPC6, membrane potential dye, ACh-evoked depolarization; hits give low values; B-score at 10 µM;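 active means B-score under library mean minus 3 SD, initial fluorescence not abnormally high, positive integrated signal ratio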;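 further: B-score derived from integrated fluorescence ratio over the kinetic read; more negative B-score means stronger inhibition of depolarization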
Platelet DG rel = modulates dense granule release in human platelets | human platelet-rich plasma, SFLLRN dense granule ATP release, luminescence | inhibition, %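 (compounds screened at 7.5 µM in platelet-rich plasma)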 | 300,000 compounds, 0.22% hits | AID 1663;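 active means mean replicate score, as percent of positive control, at or above 50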
MrgX1 antag = blocks BAM8-22 activation of human MrgX1 receptor | MRGX1-HEK293 calcium flux, Fluo-4, BAM8-22 antagonism; hits give low values | B-score at 10 µM | 310,000 compounds, 1.3% hits | AID 588676;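 active means calcium-response B-score plate-corrected more than 3 library SD below zero, starting fluorescence within 5 deviations, no agonist response on first addition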;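 further: peak minus trough fluorescence over baseline after final BAM8-22 challenge near maximal dose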
MrgX1 agonist = agonists of human MrgX1 receptor; MrgX1-HEK293 cells, Fluo-4 calcium fluorescence, agonist mode; hits give high values; AID 588627; Q96LB2; 310,000 compounds, 0.44% hits; B-score at 10 µM;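 active means calcium response B-score plate-corrected fluorescence ratio at least 3 library SD, with starting fluorescence B-score inside 5 SD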
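Assay system: stable human MrgX1 HEK293 cell line. Quantity: 15,000 cells per well. Schedule: cells plated overnight, dye loaded 0.5 h 37 °C, 0.5 h room temperature. Detection: Fluo-4 NW calcium-flux fluorescence, kinetic read. Read-out basis: peak-minus-minimum fluorescence over baseline, converted to B scores. Control set: positive and negative control wells on each plate.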
* = called active by the depositor; i = inactive; / = no result given.

molecule,HIF act,TRPC6 activator,RGS4 act,SKKanGAS inh,Platelet DG rel,TRPC6 inhibitor,MrgX1 antag,MrgX1 agonist,TRPC4 block,RGS4 inh,MrgX1 PAM
CCN(CC)c1ccc(CNc2nc3ccccc3n2CCN2CCOCC2)cc1,-0.3,i,i,-6.6,14.4,i,i,i,i,i,i
S=c1[nH]nc(-c2ccccc2)n1/N=C/c1ccc(Cl)cc1,-1.3,i,i,4.6,1.8,i,i,i,i,i,i
Cc1snc(SCC(=O)c2ccc(Cl)cc2)c1C#N,3.4,i,i,-3.3,-3.5,i,i,i,i,i,i
Cc1cc(NC(=O)c2ccccc2)ncc1NC(=O)c1ccco1,0.5,i,i,16.8,38.7,i,i,i,i,i,i
CCNC(=S)N1CCN(CCN2C(=O)c3cccc4cccc(c34)C2=O)CC1,-0.5,i,i,-0.4,-3.6,i,i,i,i,i,i
O=C(CSC1=NS(=O)(=O)c2cc(F)ccc2N1)NCCc1ccccc1,-0.3,i,i,-6.9,-36.0,i,i,i,i,i,i
CCSC1=N/C(=C\c2ccc(OC)cc2)C(=O)N1,0.6,i,i,-1.4,-20.0,i,i,i,i,i,i
Cn1c(CNC(=O)c2ccco2)nnc1SCC(=O)c1ccc(F)cc1,-0.2,i,i,36.7,15.1,i,i,i,i,i,i
Cc1cc(NC(=O)CCN2CCC(C)CC2)ccc1Br,-0.4,i,i,-1.8,1.3,i,i,i,i,i,i
COc1ccccc1/C=N/NC(=O)c1csc(C)c1C,/,i,i,-0.9,20.5,i,i,i,i,i,i
O=C(Cc1ccccc1)Nc1ccc(NC(=O)c2ccco2)cc1,1.5,i,i,-1.4,0.4,i,i,i,i,i,i
COc1ccccc1NS(=O)(=O)c1cc(NC(=O)c2cc(=O)[nH]c3ccccc23)ccc1N1CCOCC1,-0.4,i,i,0.4,3.0,i,i,i,i,i,i
O=C(c1ccccc1F)N(NC(=O)C(O)(c1ccccc1)c1ccccc1)c1ccccc1,-1.3,i,i,2.7,4.3,i,i,i,i,i,i
Cc1c(NC(=O)c2cc(-c3ccc(Cl)cc3)on2)c(=O)n(-c2ccccc2)n1C,-0.2,i,i,6.4,0.3,i,i,i,i,i,i
COc1ccc(Sc2ccc(/C=C3\C(=O)NN(c4ccccc4)C3=O)o2)cc1,-0.4,i,i,-10.1,28.2,i,i,i,i,i,i
CCNC(=S)N/N=C/c1ccc(-c2ccccc2)o1,2.1,i,i,-8.8,25.3,i,i,i,i,i,i
CC1(C)CC2CC(C)(CN2C(=O)C23CCC(C)(C(=O)C2)C3(C)C)C1 (stereo not drawn),0.0,i,i,-5.7,-12.6,i,i,i,i,i,i
CCOc1ccccc1NC(=O)c1cc(C(=O)Nc2ccccc2OCC)cc(N2C(=O)CCC2=O)c1,0.2,i,i,26.6,-2.0,i,i,i,i,i,i
Cc1ccc(C(=O)NCc2ccco2)cc1S(=O)(=O)Nc1cccc(C)c1C,0.1,i,i,1.7,-3.1,i,i,i,i,i,i
CC(=O)Nc1nc2cc3c(cc2s1)OCCO3,1.4,i,i,4.2,-3.2,i,i,i,i,i,i
O=S(=O)(c1ccc(F)cc1)c1nc(-c2ccccc2)oc1N1CCOCC1,-0.4,i,i,54.1*,1.9,i,i,i,i,i,i
Cn1c(C(=O)NCc2cccs2)cc2oc3ccccc3c21,1.0,i,i,21.5,-5.4,i,i,i,i,i,i
COc1cc(C(=S)NCc2ccccc2)cc(Br)c1O,-0.6,i,i,-5.5,7.7,i,i,i,i,i,i
CNC(=O)CSc1nc2ccccc2c(=O)n1C1CCCCC1,-31.9,i,i,-1.0,-0.4,i,i,i,i,i,i
COc1ccc(NC(=O)CC2C(=O)NC3CCCCC3N2C(=O)c2ccc(F)cc2)cc1 (stereo not drawn),0.7,i,i,3.2,-5.3,i,i,i,i,i,i
O=C(COC(=O)c1cccnc1Cl)Nc1nc(-c2ccccc2)cs1,1.8,i,i,3.7,5.9,i,i,i,i,i,i
COC(=O)CNC(=O)c1cccs1,0.5,i,i,-0.6,-5.3,i,i,i,i,i,i
COCCn1c(=O)c2c(nc3n2CCCN3Cc2ccccc2)n(C)c1=O,0.5,i,i,-0.2,3.2,i,i,i,i,i,i
O=C(Nc1ccc(S(=O)(=O)N2CCCC2)cc1)C1CC(=O)N(c2ccccc2)C1 (stereo not drawn),0.0,i,i,-6.0,-0.6,i,i,i,i,i,i
CCC(C)NC(=O)Nc1ccc2c(c1)N(C)C(=O)c1ccccc1S2 (stereo not drawn),-0.5,i,i,10.7,0.5,i,i,i,i,i,i
Cc1cc2c(cc1S(=O)(=O)N1CCN(c3cccc(C(F)(F)F)c3)CC1)OCC(=O)N2,-3.7,i,i,-8.4,-6.1,i,i,i,i,i,i
N#C/C(=C(/O)COC(=O)Cc1c[nH]c2ccccc12)c1nc2ccccc2[nH]1,0.4,i,i,5.9,-2.2,i,-4.93*,i,i,i,i
COc1ccc(-c2noc(C3CCCN(C(=O)c4c(F)cccc4F)C3)n2)cc1OC (stereo not drawn),0.5,i,i,1.6,3.4,i,i,i,i,i,i
O=C(N/N=C/c1cn(-c2ccccc2)nc1-c1cccs1)c1ccc(Cl)cc1,1.0,i,-6.95*,20.0,2.0,i,i,i,i,i,i
CC1CC(C)CN(c2ccc(-n3cnnn3)cc2[N+](=O)[O-])C1 (stereo not drawn),0.1,i,i,6.1,-1.1,i,i,i,i,i,i
COC(=O)COc1cc(OCC(=O)OC)c2c(-c3ccccc3)cc(=O)oc2c1,0.0,i,i,-2.7,1.1,i,i,i,i,i,i
O=C(NCc1ccccc1)c1cccc(COc2ccc(Cl)cc2)c1,-30.7,i,i,49.4,-1.2,i,i,i,i,i,i
Cc1ccc(C(=O)N/N=C/c2nc3ccccc3n2C)cc1,1.1,i,i,-10.0,2.1,i,i,i,i,i,i
COc1ccc(CN(C)C(=O)C2CSC3(C)CCC(=O)N23)cc1 (stereo not drawn),1.1,i,i,-10.7,-0.1,i,i,i,i,i,i
O=C(COC(=O)c1cccc(S(=O)(=O)N2CCc3ccccc32)c1)Nc1ncc(C(F)(F)F)cc1Cl,-0.6,i,i,8.8,-7.9,i,i,i,i,i,i
O=C(Nc1ccc(Cl)c(S(=O)(=O)N2CCCCC2)c1)C1=COCCO1,0.2,i,i,-4.0,0.1,i,i,i,i,i,i
O=C1C(Cc2c[nH]c3ccccc23)NC(=S)N1Cc1ccccc1 (stereo not drawn),0.1,i,i,-12.9,-14.4,i,i,i,i,i,i
COc1ccc(C2/C=C\CN(CC3CC3)CC(=O)N2Cc2ccc(F)cc2)cc1 (stereo not drawn),-1.9,i,i,11.5,3.7,i,i,i,i,i,i
CCCN(CCC)CCCNC(=O)c1cn(C)c2ccc(S(=O)(=O)N(C)C3CCCCC3)cc2c1=O,0.1,i,i,-3.7,2.6,i,i,i,i,i,i
Cc1ccc(/C=N/NC(=O)CSc2nc3ccccc3s2)o1,0.7,i,i,-1.7,8.4,i,i,i,i,i,i
O=C(NNC(=O)c1ccco1)c1cccc([N+](=O)[O-])c1,0.6,i,i,2.6,-1.1,i,i,i,i,i,i
Cc1cc(C)c2c(CN3CCN(Cc4ccccc4)CC3)cc(=O)oc2c1C,1.9,i,i,1.0,-1.2,i,i,i,i,i,i
N#Cc1c(NC(=O)CSc2n[nH]c(N)n2)oc(-c2ccccc2)c1-c1ccccc1,-0.6,i,i,3.9,3.9,i,i,i,i,i,i
COc1ccc(NC(=O)CN2CCN(c3ccc(C)cc3C)CC2)cc1,0.5,i,i,-5.0,-2.4,i,i,i,i,i,i
CCOC(=O)[C@@H]1[C@H]2COc3ccccc3[C@@H]2N2C(=O)N(c3ccc(Cl)cc3)C(=O)[C@@]12C,0.6,i,i,-0.9,0.0,i,-8.06*,i,i,i,i
CC1(C)Cc2ccccc2-c2nc3n(c(=O)c21)CCCS3,-0.1,i,i,-9.7,2.4,i,i,i,i,i,i
Cc1csc(/C(=N\O)c2csc(C)n2)n1,0.0,i,i,8.0,8.0,i,i,i,i,i,i
COc1ccccc1-n1c(SCC(=O)O)nc2c(sc(=S)n2-c2ccccc2C)c1=O,0.0,i,i,-0.6,-1.6,i,i,i,i,i,i
CCOc1ccc(C2/C(=C(/O)c3ccc4c(c3)CC(C)O4)C(=O)C(=O)N2CCCn2ccnc2)cc1 (stereo not drawn),-0.4,i,i,-0.5,-2.1,i,i,i,i,i,i
COc1ccc(OCC(=O)Nc2ccc(N3CCC(C)CC3)cc2)cc1,-0.7,i,i,5.0,-0.2,i,i,i,i,i,i
COc1cccc(NC(=S)N2CCCC2c2ccc(OC)c(OC)c2)c1 (stereo not drawn),2.0,i,i,-7.2,-0.5,i,i,i,i,i,i

Additional records follow.
molecule,HIF act,TRPC6 activator,RGS4 act,SKKanGAS inh,Platelet DG rel,TRPC6 inhibitor,MrgX1 antag,MrgX1 agonist,TRPC4 block,RGS4 inh,MrgX1 PAM
CC(C)Cn1nc(NC(=O)C2CCCO2)c2cc3ccccc3nc21 (stereo not drawn),0.4,i,i,-4.0,-8.6,i,i,i,i,i,i
O=Cc1nc(-c2ccccc2Cl)n2ccccc12,-0.2,i,i,-5.2,-4.1,i,-6.32*,i,i,i,i
O=C(CCNC(=O)c1ccccc1Cl)NCc1cccnc1,0.1,i,i,-4.1,4.6,i,i,i,i,i,i
CCN1C(=O)/C(=C/C=C2/CCCN2C)OC1=S,1.7,i,i,-1.0,-7.0,i,i,27.2*,i,i,i
O=C(N/N=C/c1ccco1)c1cccc(NC(=O)c2ccccc2Cl)c1,-0.1,i,i,1.0,-32.7,i,i,i,i,i,i
C#CCOn1c(-n2nc(C)cc2C)nc2ccccc2c1=O,-38.1,i,i,-2.7,1.0,i,i,i,i,i,i
O=C(O)C1=C[C@@H](c2ccc(Br)cc2)C[C@@H](OCc2ccc(CO)cc2)O1,-2.4,i,i,-0.7,1.3,i,i,i,i,i,i
COC(=O)Nc1ccc(S(=O)(=O)N2CCCCC2C(=O)O)cc1 (stereo not drawn),-0.4,i,i,-14.1,9.0,i,i,i,i,i,i
Cc1ccc(C(=O)N2CCCC(CCC(=O)N3CCN(c4ccccn4)CC3)C2)s1 (stereo not drawn),-0.8,i,i,-2.8,3.7,i,i,i,i,i,i
COc1ccc(CNC(=O)C2=C(C)C(=O)OC23CCC(C)CC3)cc1 (stereo not drawn),0.0,i,i,-2.4,-1.7,i,i,i,i,i,i
Fc1ccc(NC(=S)NCCc2ccc(Cl)cc2)cc1,1.1,i,i,0.8,5.9,i,i,i,i,i,i
